High-throughput results deposited in PubChem BioAssay by Broad Institute.
Wnt act: activates Wnt/beta-catenin signaling in a reporter cell assay | activator, plate reader | activation, % at 9.35 µM | 300,000 tested, 1.2% active; in the data active = activation above about 30%, passing the limit was not always enough; inconclusive = no clear call, values can overlap the other calls;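 note: 0% = neutral control wells and 100% = positive control wells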
Active calls of the source: *; ? = inconclusive. Only part of the results is shown (hit frequency here may not be typical).

SMILES | Wnt act
OC[C@@H]1CN(Cc2cccc(C(F)(F)F)c2)C[C@H](n2cnc3c(NCc4ccc(F)cc4)ncnc32)O1 | -5
CCCN(C)C1CN(Cc2cn(CCCC(=O)OC)nn2)S(=O)(=O)C1 (centres undefined) | -3
Cc1cc(N2CCN(C(=O)OC(C)(C)C)C[C@@H]2C)ccc1Br | -4
Cc1ccc(NC(=O)C2(C)CCN2C(=O)Cc2ccc(C(C)C)cc2)cc1 (centres undefined) | -1
CCOC(=O)c1c(C)[nH]c(C(=O)OCc2nc3ccsc3c(=O)[nH]2)c1C | 3
CC(C)n1c(=O)[nH][nH]c1=S | 6
O=C(OC1CC2CC1[C@H]1CCCCN1C2=O)N1CCN(S(=O)(=O)c2ccccc2)CC1 (some centres undefined) | 2
COc1ccc(C(C(=O)NC2CCCCC2)n2c(=O)c(-c3ccco3)nc3ccccc32)cc1 (centres undefined) | -4
CC1(Cc2ccccc2Cl)C(=O)Nc2c(Cl)ccc(Cl)c21 (centres undefined) | -1
OC(c1ccco1)c1nc(-c2cccs2)cs1 (centres undefined) | -3
Fc1ccc2cc(C3=CCCCC3)ncc2c1 | -1
COc1ccc(-n2c(C)c3c(C)nnc(C)c3c2C)cc1OC | -2
COc1ccc(C2=Nc3ccccc3N(C(=O)c3ccncc3)C2C(=O)NC(C)(C)C)cc1 (centres undefined) | 13
Cc1ccc(S(=O)(=O)NCc2cccc([N+](=O)[O-])c2)cc1 | -1
CCN=C1NC(c2ccc(F)cc2)C(C(=O)OC)=C(C)N1Cc1ccccc1C(F)(F)F (centres undefined) | -5
Cn1c(=O)c2cc(NC(=O)NCc3ccc(F)cc3)ccc2n1Cc1cccc(C(F)(F)F)c1 | -2
CC(C)NC(=O)C1(C)CSCC(=O)N1C1CCN(Cc2ccccc2)CC1 (centres undefined) | -2
NCc1csc(Nc2nncc3ccccc23)n1 | -1
COC(=O)[C@]12CCCCC=C1N(Cc1cccc3ccccc13)C(=O)[C@H](CC(=O)NCc1cccc(C(F)(F)F)c1)C2 | -7
COc1cccc(CNc2nc3cc(-c4csc5ccccc45)sc3c(=O)n2C)c1 | -3
Cc1ccc(CNC(=O)OC2CC3CC2[C@H]2CCCCN2C3=O)cc1 (some centres undefined) | 1
C[C@@H]1CCCCO[C@@H](CN(C)S(=O)(=O)c2cn(C)cn2)[C@@H](C)CN([C@H](C)CO)C(=O)c2cc(N(C)C)ccc2O1 | -1
O=C(CC[C@H]1O[C@@H](n2cnc3c(NC(=O)c4ccccc4)ncnc32)[C@H](O)[C@@H]1O)NCc1nc2ccccc2[nH]1 | -1
CC(C)C[C@H]1CNC(=S)N1CC1CCCN1C[C@H](Cc1ccccc1)N1C[C@H](Cc2ccccc2)N(CC2CCCCC2)C1=S (some centres undefined) | -3
CC1(C(=O)NS(=O)(=O)c2cccc(OC(F)F)c2)CCN1C(=O)c1ccccc1 (centres undefined) | -1
Clc1ccc(-c2nc3c4ccccc4ccn3c2Cc2cccc(Cl)c2)cc1 | -2
O=C(NC1CCCC1)C1c2ccccc2OCC(=O)N1Cc1ccccc1 (centres undefined) | 0
COc1ccc(-c2noc3c2-c2nc(-c4ccccc4C)sc2CC3)cc1 | -6
Cc1cnc(C(=O)Nc2c(-c3ccccc3)[nH][nH]c2=O)cn1 | -3
CSc1c2c([nH]c(=O)c1C#N)-c1ccccc1CC2 | -1
O=C(Cn1c(=S)[nH]c2ncccc2c1=O)NCCc1ccccc1 | 0
CCn1c(NC(=O)C(C)C)c(-c2ccccc2)c(=O)c2ccccc21 | 6
COC(=O)c1cc(OC)c(OC)cc1NC(=O)CCN1C(=O)C2CCCCC2C1=O (centres undefined) | -2
CC1(C)N=C(N)N=C(N)N1c1ccc(OCC(=O)N2CCOCC2)c(Cl)c1 | -2
O=C(NC(c1ccccc1)c1ccc2ccccc2n1)C1CCN(CCOc2ccc(Cl)cc2)CC1 (centres undefined) | -2
N#CCC(=O)Nc1ccc(C(=O)Nc2cccc(S(=O)(=O)N3CCCC3)c2)cc1 | -2
O=C1c2cc3c(cc2CCC1c1ccc2c(c1)OCO2)OCO3 (centres undefined) | -3
COc1cc(OC)c(C(=O)Nc2cc(S(=O)(=O)N3CCOCC3)ccc2N2CCOCC2)cc1OC | -1
CCCCCC(=O)N1C[C@@H](n2cc(C3CC3)nn2)[C@H](O)C[C@@H]1c1ccccc1 | -1
COC1OC(COCc2ccccc2)C2OC(C)(C)OC2C1O (centres undefined) | -1
COc1ccc(CCN2C(=O)CSCC2(C)C(=O)Nc2ccc3c(c2)OCCO3)cc1OC (centres undefined) | -5
CC1(c2nc3ccccc3cc2C#N)OCCO1 | -1
O=C(NCCN1CCC(n2c(=O)[nH]c3ccccc32)CC1)c1cccc(F)c1 | -2
CC(C)CC1NC(=O)c2cccnc2-n2c1nc1cc(F)c(F)cc1c2=O (centres undefined) | -1
CNc1ccc(-c2cccc(C#N)c2)cn1 | 12
Cc1ccc2nc(-c3cccc(Cl)c3)c(Cc3cccc(Cl)c3)n2c1 | 0
COc1ccccc1N(C)S(=O)(=O)c1ccc(C(=O)N(C)Cc2cccc(OC)c2OC)cc1 | -1
COc1ccc2c(c1)[C@@]1(OCCC=C[C@H]1C)C(=O)N2Cc1ccccc1C(F)(F)F | -5
Cc1cc(F)ccc1-c1cc(C(=O)Nc2ccc(F)cc2)[nH]n1 | 1
O=[N+]([O-])c1cc2c(c([N+](=O)[O-])c1)Nc1ccccc1O2 | -9
Cc1cccc(NC(=O)CNC(=O)[C@@H](Cc2ccccc2)NC(=O)[C@H]2O[C@@H](n3ccc(N)nc3=O)[C@H](O)[C@@H]2O)c1C | -4
Cn1c(-c2nnn(-c3ccc(F)cc3)n2)cc2ccccc21 | ?
O=C(O)c1ccc2c(c1Sc1ccccc1)C(=O)c1ccccc1C2=O | -1
NS(=O)(=O)c1ccc(NC(=O)c2ccc(S(=O)(=O)N3CCOCC3)o2)cc1 | 4
COc1ccccc1-c1noc2c1C(=O)N(C(=O)OC(C)(C)C)CC2 | 0
O=S1(=O)CC(N2CCC(c3ccccc3)CC2)CN1Cc1ccccc1 (centres undefined) | -2
CCOC(=O)C1=CCC(c2ccccc2)N(S(=O)(=O)c2ccccc2[N+](=O)[O-])C1 (centres undefined) | 4
C(=NNc1ccc2ccccc2n1)c1ccccn1 | 7
CC(C)C[C@@H](CN1CCC[C@@H]1CN1C(=S)NC[C@@H]1Cc1ccc(O)cc1)N1C[C@H](Cc2ccc(O)cc2)N(CC2CCCCCC2)C1=S | -3
O=C(C[C@@H]1CC[C@@H]2[C@H](COC[C@@H](O)CN2Cc2cc(F)ccc2F)O1)NCc1ccc(F)cc1 | -2

The results go on:
SMILES | Wnt act
CC(C)N(c1ccccc1)c1ccc(NC(=O)[C@@H]2O[C@H](CO)[C@@H](O)[C@H]2O)cc1 | 0
COCCNC(=O)C1(C)CCN(C(=O)c2nc(C)oc2C)C1 (centres undefined) | 0
CC(C)CC(N)c1csc(NC(=O)Nc2ccccc2C(C)C)n1 (centres undefined) | -1
Cc1ccccc1S(=O)(=O)NC(=O)C1(C)CCN1C(=O)Cc1ccccc1Cl (centres undefined) | -2
COc1cc(OC)cc(-c2c(Sc3ccccc3)c3cc(-c4cnc(OC)nc4)ccc3n2C)c1 | 3
Nc1[nH]c(C(=O)c2ccccc2)c(-c2ccc(Cl)cc2Cl)c1C(=O)c1ccc(Cl)cc1 | -2
O=C(NNc1ccc(-c2csnn2)cc1)c1cc(Cl)cc(Cl)c1 | 1
CCOC(=O)[C@]12CCC=C1N(CCC1=CCCCC1)C(=O)[C@H](CC(=O)NCc1ccc(C)o1)C2 | -7
Cn1nc(C(=O)Nc2ccc(S(=O)(=O)NCc3ccco3)cc2)c2ccccc2c1=O | 0
O=C(C(=O)N1CCC(CNS(=O)(=O)c2ccc(F)c(F)c2)CC1)c1cc2ccccc2o1 | -2
CC(C)(C)NC(=O)C(c1ccncc1)n1c(-c2ccc(C(F)(F)F)cc2)nc2ccccc21 (centres undefined) | 23
COc1ccc(C2=Nc3ccccc3NC(=O)C2N(C(=O)c2cnc(C)cn2)c2ccc(N3CCOCC3)cc2)cc1 (centres undefined) | 2
NNC(=O)Cc1cccc2ccc(Cl)cc12 | 0
Cc1ccc(Cc2c(-c3ccc(Br)cc3)nc3ccc(Cl)cn23)cc1 | 14
Cc1ccc2cc(NC(=O)C3(C)CCN3CC(C)C)ccc2n1 (centres undefined) | 0
Cn1c(=O)c2c(-c3ccccc3)n(-c3ccccc3N)cc2n(C)c1=O | -1
COc1ccccc1-c1ccc([C@@H]2C[C@H]3[C@H](CON3C)CN2C(=O)c2ccco2)cc1 | -1
COCC1CCN(C(=O)c2ccc3nc(Cc4cccc(Cl)c4)oc3c2)CC1 | -3
COc1cccc(-c2ccc(NC(=O)C3CCCN(Cc4ccccn4)C3)cc2)c1 (centres undefined) | -1
COc1ccc(/C(O)=C2/C(=O)C(=O)N(c3ncccn3)C2c2ccc(C(C)(C)C)cc2)cc1 (centres undefined) | -1
COc1cccc(CNC(=S)Nc2ccc3c(c2)c(=O)n(C)n3Cc2ccccc2)c1 | -1
CCCS(=O)(=O)NC(=O)C1(C)CCCN(C(=O)c2ccco2)C1 (centres undefined) | 0
Cc1ccc([C@H]2C[C@@H](n3cc(COC(=O)c4ccccc4)nn3)[C@H](O)CN2CC2CCCCC2)cc1 | -2
CCCCCCCCN1C(=O)[C@@H](CC(=O)NCc2ccccc2)C[C@@]2(C(=O)OC)C1=C[C@H](C(C)(C)C)O[C@@H]2C | -15
CC1=C(C(=O)N(C(C)C)C(C)C)CC(CC(=O)NCc2cccs2)C(=O)N1Cc1ccc(C(C)(C)C)cc1 (centres undefined) | -3
O=C(O)c1cccc(-c2csc(C(O)(c3ccccc3)C(F)(F)F)n2)c1 (centres undefined) | 3
O=C1NC[C@H](Cc2ccc(O)cc2)N(C[C@@H]2CCCN2C[C@H](Cc2ccccc2)N2C[C@H](Cc3ccccc3)N(CC3CCCCC3)C(=O)C2=O)C1=O | -2
O=C(NCc1nnnn1-c1ccc(F)cc1)C(=O)c1c[nH]c2ccccc12 | 0
O=C1NC[C@H](CCCCN2C[C@H](Cc3ccc(O)cc3)N(CCc3ccc(O)cc3)C(=O)C2=O)N(CCc2ccc(O)cc2)C1=O | -5
CCCS(=O)(=O)NC(=O)C1(C)CCCN(C(=O)c2c(C)noc2C)C1 (centres undefined) | -4
COCCCNC(=O)/C=C/[C@H]1O[C@@H](n2cnc3c(NC(=O)c4ccccc4)ncnc32)[C@H](O)[C@@H]1O | -1
COc1ccc2c(c1)[C@@]1(OCCC=C[C@H]1C)C(=O)N2Cc1ccc(F)cc1 | -3
Cc1ccccc1-c1csc(C(O)c2cccnc2)n1 (centres undefined) | -2
C[C@H]1CN([C@@H](C)CO)C(=O)CCCn2nncc2CO[C@@H]1CN(C)Cc1cccc(C(=O)O)c1 | -1
O=C(c1[nH]c(C(F)(F)F)nc1-c1ccccc1)N1CCN(C(=O)C2CCCO2)CC1 (centres undefined) | -1
Nc1sccc1C(=O)NC1CC1 | -2
COC(=O)[C@]12C[C@H](CC(=O)NCc3ccccc3)C(=O)N(Cc3ccc4c(c3)OCO4)C1=C[C@H](C(C)(C)C)O[C@@H]2C | 2
CC1(C(=O)NS(=O)(=O)c2ccccc2C(F)(F)F)CCN1C(=O)C1CCCCC1 (centres undefined) | -3
CCOC(=O)C1=C(C)N(CCCC(=O)O)C(=O)NC1c1cc2ccccc2c2ccccc12 (centres undefined) | -1
Nc1ccn([C@@H]2O[C@H](C(=O)NCC(F)(F)F)[C@@H](O)[C@H]2O)c(=O)n1 | -1

Two records drawn at random from the list so far, as already listed:
SMILES | Wnt act
Cc1ccc([C@H]2C[C@@H](n3cc(COC(=O)c4ccccc4)nn3)[C@H](O)CN2CC2CCCCC2)cc1 | -2
CCCS(=O)(=O)NC(=O)C1(C)CCCN(C(=O)c2ccco2)C1 (centres undefined) | 0

The list goes on.
SMILES | Wnt act
Nc1[nH]c(C(=O)c2ccccc2)c(-c2ccc(Br)cc2)c1C(=O)c1ccc(Br)cc1 | 0
CCOc1cc(N2CCOCC2)c(OCC)cc1NC(=O)c1cnccn1 | -4
COCCNC(=O)C1CCCN(Cc2ccc(Cl)cc2)CC1 (centres undefined) | -3
COc1ccc(CCNC(=O)C(=O)c2cn(CC(=O)N3CCCC3)c3ccccc23)cc1OC | 4
CNc1nc(NCc2ccccc2)c2sccc2n1 | -1

For reference, part of the list above:
SMILES | Wnt act
CCCS(=O)(=O)NC(=O)C1(C)CCCN(C(=O)c2c(C)noc2C)C1 (centres undefined) | -4
COCCCNC(=O)/C=C/[C@H]1O[C@@H](n2cnc3c(NC(=O)c4ccccc4)ncnc32)[C@H](O)[C@@H]1O | -1
COc1ccc2c(c1)[C@@]1(OCCC=C[C@H]1C)C(=O)N2Cc1ccc(F)cc1 | -3
Cc1ccccc1-c1csc(C(O)c2cccnc2)n1 (centres undefined) | -2
C[C@H]1CN([C@@H](C)CO)C(=O)CCCn2nncc2CO[C@@H]1CN(C)Cc1cccc(C(=O)O)c1 | -1
O=C(c1[nH]c(C(F)(F)F)nc1-c1ccccc1)N1CCN(C(=O)C2CCCO2)CC1 (centres undefined) | -1
Nc1sccc1C(=O)NC1CC1 | -2
COC(=O)[C@]12C[C@H](CC(=O)NCc3ccccc3)C(=O)N(Cc3ccc4c(c3)OCO4)C1=C[C@H](C(C)(C)C)O[C@@H]2C | 2
CC1(C(=O)NS(=O)(=O)c2ccccc2C(F)(F)F)CCN1C(=O)C1CCCCC1 (centres undefined) | -3
CCOC(=O)C1=C(C)N(CCCC(=O)O)C(=O)NC1c1cc2ccccc2c2ccccc12 (centres undefined) | -1
Nc1ccn([C@@H]2O[C@H](C(=O)NCC(F)(F)F)[C@@H](O)[C@H]2O)c(=O)n1 | -1
Nc1[nH]c(C(=O)c2ccccc2)c(-c2ccc(Br)cc2)c1C(=O)c1ccc(Br)cc1 | 0
CCOc1cc(N2CCOCC2)c(OCC)cc1NC(=O)c1cnccn1 | -4
COCCNC(=O)C1CCCN(Cc2ccc(Cl)cc2)CC1 (centres undefined) | -3
COc1ccc(CCNC(=O)C(=O)c2cn(CC(=O)N3CCCC3)c3ccccc23)cc1OC | 4
CNc1nc(NCc2ccccc2)c2sccc2n1 | -1
